HGIII-sPLA2 inh: Blocks human group III sPLA2 activity; QFRET BODIPY PC-A2 liposome hydrolysis, fluorescence; inhibition, % at 12.2 µM; Q9NZ20; AID 743126; actives 0.56% (n = 370,000);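 active = inhibition above mean plus 3 SD of compounds lying within the high and low control bounds, cut at about 19% in these data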;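 also: 0% = median of test compound wells and 100% = no enzyme DMSO wells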
Target sequence (Q9NZ20 whole entry, looked up): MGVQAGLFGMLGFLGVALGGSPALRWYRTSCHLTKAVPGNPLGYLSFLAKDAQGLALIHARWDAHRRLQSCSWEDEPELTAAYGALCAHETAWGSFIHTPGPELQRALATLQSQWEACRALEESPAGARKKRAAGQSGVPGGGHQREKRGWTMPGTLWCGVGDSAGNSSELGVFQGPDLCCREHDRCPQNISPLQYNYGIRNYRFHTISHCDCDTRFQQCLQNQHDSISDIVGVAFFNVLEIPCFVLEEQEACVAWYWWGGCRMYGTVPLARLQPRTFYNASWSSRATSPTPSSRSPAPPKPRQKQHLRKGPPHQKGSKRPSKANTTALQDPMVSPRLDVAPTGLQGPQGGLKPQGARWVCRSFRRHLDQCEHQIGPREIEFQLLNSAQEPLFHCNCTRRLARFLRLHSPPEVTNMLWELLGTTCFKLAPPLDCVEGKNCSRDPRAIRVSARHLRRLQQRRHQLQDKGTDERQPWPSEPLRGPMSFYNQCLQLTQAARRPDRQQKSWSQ
SMARCA2 activ: increases SMARCA2 function in MMTV reporter cells. MG213 cells, MMTV-luciferase reporter, dexamethasone, overnight. activation, % at 9.1 µM. AID 652017. actives 1% (n = 370,000); in the data active = activation above about 7.8%;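 also: 0% = vehicle wells and 100% = reference activator wells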
DAX1 inh-1: inhibitors of human orphan nuclear receptor DAX1 (NR0B1); AID 504766; HEK293 Gal4-DAX1 luciferase reporter, luminescence; actives 0.99% (n = 340,000); inhibition, % at 6.75 µM;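 active = inhibition above the mean over all tested compounds plus 3 SD, cut at about 4.2% in these data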;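 also: 0% = DAX1-transfected cells with DMSO and 100% = empty-vector control cells with DMSO; inhibition shows as a rise in luminescence from relieved DAX1 repression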
Target sequence (P51843 207-470 limits assumed): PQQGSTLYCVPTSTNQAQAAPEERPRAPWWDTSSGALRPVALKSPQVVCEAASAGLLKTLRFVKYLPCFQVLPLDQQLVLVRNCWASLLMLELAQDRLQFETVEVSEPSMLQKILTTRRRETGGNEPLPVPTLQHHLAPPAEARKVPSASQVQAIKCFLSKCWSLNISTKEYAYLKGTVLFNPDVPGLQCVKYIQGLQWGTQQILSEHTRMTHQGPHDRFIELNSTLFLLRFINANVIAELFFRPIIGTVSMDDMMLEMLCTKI
FXN GAA850 act: activators of GAA850 frataxin (FXN) promoter; HEK293 lucGAA850 FXN promoter luciferase reporter, 24 h; percent of 10 µM SAHA response; activation, % at 6 µM; actives 0.56% (n = 360,000);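 active = activation above the average of all compounds screened plus 3 SD, cutoff fixed separately per campaign, cut at about 7.5% in these data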;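 also: 0% = DMSO wells and 100% = 10 µM SAHA wells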
hgDAF-12 ag: agonists of H. glycines DAF-12 nuclear receptor. actives 1.8% (n = 370,000). HEK293 GAL4-hgDAF12 UAS-luciferase reporter, agonist luminescence; normalized to butyrate control. activation, % at 6.8 µM. AID 687014;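 active = activation above a cutoff set at the mean of all screened compounds plus 3 SD, cut at about 10% in these data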;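 also: 0% = DMSO wells and 100% = sodium butyrate wells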
PG9 Ab binder: small molecules binding HIV-1 gp120 antibody PG9; TR-FRET gp120-PG9 antibody binding; inhibition, % at 6.7 µM; actives 0.43% (n = 360,000); in the data active = inhibition above about 8.5%
ssDAF12 agonist: S. stercoralis DAF-12 activation, primary screen | HEK293 ssDAF-12/GRIP1 lit1-tk-luc reporter, luminescence; % of 3 µM dafachronic acid response | activation, % at 6.8 µM | actives 1% (n = 370,000) | AID 652126;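 active = activation above the mean over all tested compounds plus 3 SD, cut at about 0.9% in these data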;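 also: 0% = DMSO-only wells and 100% = 3 µM delta7-dafachronic acid wells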
NR1D1 modulator: modulates human Rev-erb alpha binding to DNA. actives 0.79% (n = 370,000). AID 1259318. Rev-erbα–FITC-DNA binding, fluorescence polarization, 90 min. activity, % at 10 µM;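 active = activity above about 14%, limit read from the data; passing the limit was not always enough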;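 also: 0% = DMSO wells with 35 nM protein and 100% = DMSO wells with 750 nM protein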
DAX1 inh-2: inhibitors of DAX1 repression of SF-1 activated StAR promoter; HEK293T StAR-luciferase reporter, SF-1/DAX-1 repression relief; inhibition, % at 6.8 µM; actives 1.1% (n = 370,000); AID 652010;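 active = inhibition above the mean over all tested compounds plus 3 SD, cut at about 3.6% in these data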;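 also: 0% = DAX-1 cells with DMSO and 100% = cells lacking DAX-1 with DMSO; higher inhibition means more luminescence from relief of DAX-1 repression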
PLCb3 inh: inhibitors of human phospholipase C beta3 | Q01970 | Purified PLC-beta3, fluorogenic substrate, fluorescence | inhibition, % at 12.2 µM | AID 720704 | actives 0.18% (n = 370,000); in the data active = inhibition above about 11%;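 also: 0% = median of compound wells on plate and 100% = full blocker control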
hcDAF-12 act: H. contortus DAF-12 activation, primary screen. activation, % at 6.8 µM. actives 1.4% (n = 370,000). HEK293 hcDAF-12 lit1-tk-luc reporter, luminescence; 0% DMSO, 100% Δ7-dafachronic acid. AID 652067;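 active = activation above the mean of all tested compounds plus 3 SD, cut at about 5.5% in these data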;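 also: 100% = response to 3 µM Δ7-dafachronic acid high control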
Starred values were filed as active, the others as inactive; & = joins results of further samples.

Results for O=C(CCC(=O)Nc1ccc(Br)cc1)N/N=C/c1ccccc1O ?
HGIII-sPLA2 inh: -10.5; SMARCA2 activ: -2.1; DAX1 inh-1: -1.6; FXN GAA850 act: -4.8; hgDAF-12 ag: -6.1; PG9 Ab binder: -0.2; ssDAF12 agonist: -0.8; NR1D1 modulator: -0.3; DAX1 inh-2: -1.7; PLCb3 inh: -33.5; hcDAF-12 act: -1.7

What do the screens show for `NS(=O)(=O)c1ccc(OCCCN2CCC(C(O)(c3ccccc3)c3ccccc3)CC2)cc1`?
HGIII-sPLA2 inh: -22.6&-37.7; SMARCA2 activ: -0.9&-2.8; hgDAF-12 ag: -1.7&-1.4; PG9 Ab binder: 1.1; ssDAF12 agonist: -1.6&-1.2; NR1D1 modulator: 5.1&-1.3; DAX1 inh-2: 0.4&2.0; PLCb3 inh: -0.5&1.7; hcDAF-12 act: -2.5&-0.1

What do the screens show for `CCc1ccc(NC(=O)CSc2nnc(C)c(=O)n2N)cc1`?
HGIII-sPLA2 inh: 1.1; SMARCA2 activ: -3.3; DAX1 inh-1: 0.3; FXN GAA850 act: 1.7; hgDAF-12 ag: 0.9; PG9 Ab binder: -0.1; ssDAF12 agonist: -1.3; NR1D1 modulator: 4.5; DAX1 inh-2: -0.7; PLCb3 inh: -7.7; hcDAF-12 act: 0.0

How did O=C(NC1=NCCS1)c1cc(-c2cccs2)nc2ccccc12 do in these assays?
HGIII-sPLA2 inh: -6.8; SMARCA2 activ: 1.1; DAX1 inh-1: 0.1; FXN GAA850 act: -1.4; hgDAF-12 ag: 0.7; PG9 Ab binder: 2.2; ssDAF12 agonist: -0.9; NR1D1 modulator: 1.9; DAX1 inh-2: -0.2; PLCb3 inh: inactive; hcDAF-12 act: -1.1

How did Cc1ccc(S(=O)(=O)c2nc(-c3cccs3)oc2N2CCC(C(N)=O)CC2)cc1 do in these assays?
HGIII-sPLA2 inh: 3.9; SMARCA2 activ: 7.0; DAX1 inh-1: 0.4; FXN GAA850 act: -5.1; hgDAF-12 ag: 1.4; PG9 Ab binder: -1.9; ssDAF12 agonist: -1.3; NR1D1 modulator: -1.5; DAX1 inh-2: 0.2; PLCb3 inh: 4.9; hcDAF-12 act: -0.4

What do the screens show for `Cc1ccc(NS(=O)(=O)c2ccc3[nH]c(=O)oc3c2)c(C)c1`?
HGIII-sPLA2 inh: -11.4; SMARCA2 activ: -1.1; DAX1 inh-1: 0.0; FXN GAA850 act: -0.3; hgDAF-12 ag: -1.0; PG9 Ab binder: -0.5; ssDAF12 agonist: -1.2; NR1D1 modulator: 0.6; DAX1 inh-2: -0.1; PLCb3 inh: -0.9; hcDAF-12 act: -0.7

Results for O=C(O)c1cnn2c(C(F)(F)F)cc(-c3ccccc3)nc12 ?
HGIII-sPLA2 inh: -1.6; SMARCA2 activ: -3.5; DAX1 inh-1: 0.8; FXN GAA850 act: 1.1; hgDAF-12 ag: 0.4; PG9 Ab binder: 1.0; ssDAF12 agonist: -1.0; NR1D1 modulator: -4.4; DAX1 inh-2: 0.0; PLCb3 inh: -78.8; hcDAF-12 act: -1.7

Results for CCC(/C=N/NC(=O)C1COc2ccccc2O1)CC (centres undefined) ?
HGIII-sPLA2 inh: -0.1; SMARCA2 activ: -1.5; DAX1 inh-1: -0.4; FXN GAA850 act: 0.3; hgDAF-12 ag: 3.7; PG9 Ab binder: 1.8; ssDAF12 agonist: -1.2; NR1D1 modulator: 0.3; DAX1 inh-2: 0.3; PLCb3 inh: 0.1; hcDAF-12 act: 0.3

What do the screens show for `CCC(Sc1nncn1C)C(=O)Nc1nnc(-c2ccc(Cl)cc2)s1` (centres undefined)?
HGIII-sPLA2 inh: -2.5; SMARCA2 activ: -0.1; DAX1 inh-1: 0.4; FXN GAA850 act: 0.2; hgDAF-12 ag: -0.1; PG9 Ab binder: -1.1; ssDAF12 agonist: -1.4; NR1D1 modulator: 1.9; DAX1 inh-2: -0.7; PLCb3 inh: 1.5; hcDAF-12 act: -0.4

How did O=C(CSc1nncs1)NNC(=O)c1ccccc1Br do in these assays?
HGIII-sPLA2 inh: -3.9; SMARCA2 activ: -3.7; DAX1 inh-1: -0.2; FXN GAA850 act: -0.8; hgDAF-12 ag: 2.2; PG9 Ab binder: -1.0; ssDAF12 agonist: -0.9; NR1D1 modulator: -1.8; DAX1 inh-2: -0.5; PLCb3 inh: 1.3; hcDAF-12 act: -0.3

What do the screens show for `NS(=O)(=O)c1ccc(CNC(=O)/C=C/c2c(F)cccc2Cl)cc1`?
HGIII-sPLA2 inh: -7.2; SMARCA2 activ: -1.1; DAX1 inh-1: 0.1; FXN GAA850 act: 2.6; hgDAF-12 ag: -3.9; PG9 Ab binder: 1.2; ssDAF12 agonist: -2.1; NR1D1 modulator: 6.8; DAX1 inh-2: 0.1; PLCb3 inh: -5.1; hcDAF-12 act: -0.6

How did CCC(=O)Nc1nc(C)c(-c2csc(Nc3ccccn3)n2)s1 do in these assays?
HGIII-sPLA2 inh: -13.0; SMARCA2 activ: 0.4; DAX1 inh-1: 1.1; FXN GAA850 act: 3.0; hgDAF-12 ag: 6.4; PG9 Ab binder: -0.1; ssDAF12 agonist: -1.0; NR1D1 modulator: -6.6; DAX1 inh-2: 0.7; PLCb3 inh: -28.8; hcDAF-12 act: -0.1

What do the screens show for `COC(=O)[C@@]12CCCCC3=C1N(CCC3)C(=O)[C@H]2CC(=O)N1CCSCC1`?
HGIII-sPLA2 inh: 0.3; SMARCA2 activ: -2.0; hgDAF-12 ag: 0.4; ssDAF12 agonist: 1.5*; NR1D1 modulator: -1.1; DAX1 inh-2: -1.1; PLCb3 inh: -2.2; hcDAF-12 act: -1.1

How did O=c1[nH]c2cc(NCCO)c([N+](=O)[O-])cc2[nH]1 do in these assays?
HGIII-sPLA2 inh: 4.6; SMARCA2 activ: -0.9; DAX1 inh-1: -0.1; FXN GAA850 act: 1.5; hgDAF-12 ag: -0.7; PG9 Ab binder: -12.2; ssDAF12 agonist: -1.6; NR1D1 modulator: 4.8; DAX1 inh-2: -0.5; PLCb3 inh: -1.2; hcDAF-12 act: -0.8

How did CCNC(=O)CN(c1ccc(C)cc1)S(=O)(=O)c1ccccc1 do in these assays?
HGIII-sPLA2 inh: -2.1; SMARCA2 activ: -1.2; DAX1 inh-1: 3.3; FXN GAA850 act: -1.9; hgDAF-12 ag: 0.3; PG9 Ab binder: -1.9; ssDAF12 agonist: -0.5; NR1D1 modulator: -0.7; DAX1 inh-2: -0.8; PLCb3 inh: 1.8; hcDAF-12 act: -1.8

Results for CN(C)c1cccc(C(=O)OCCNC(=O)c2cccc(S(=O)(=O)N3CCOCC3)c2)c1 ?
HGIII-sPLA2 inh: 4.9; SMARCA2 activ: -4.5; DAX1 inh-1: -0.5; FXN GAA850 act: -0.3; hgDAF-12 ag: 0.1; PG9 Ab binder: 0.2; ssDAF12 agonist: -2.2; NR1D1 modulator: 3.7; DAX1 inh-2: -0.9; PLCb3 inh: -55.2; hcDAF-12 act: -2.7

Results for Cc1ccnc(SCCn2c(N3CCC(C)CC3)nc3c2c(=O)n(C)c(=O)n3C)n1 ?
HGIII-sPLA2 inh: 7.1; SMARCA2 activ: -2.7; DAX1 inh-1: -0.5; FXN GAA850 act: 1.8; hgDAF-12 ag: -0.7; PG9 Ab binder: -3.0; ssDAF12 agonist: 0.2; NR1D1 modulator: -1.9; DAX1 inh-2: 0.1; PLCb3 inh: 3.2; hcDAF-12 act: -0.8

How did COc1cc(C)c(NC(=S)Nc2ccc(Cl)c(Cl)c2)cc1OC do in these assays?
HGIII-sPLA2 inh: 4.9; SMARCA2 activ: -3.4; DAX1 inh-1: -0.9; FXN GAA850 act: 2.3; hgDAF-12 ag: -0.3; PG9 Ab binder: 0.1; ssDAF12 agonist: -0.5; NR1D1 modulator: 0.1; DAX1 inh-2: -0.2; PLCb3 inh: 3.5; hcDAF-12 act: -1.5

Results for COC(=O)c1ccc(NC(=O)CN2CCN(c3ccccc3C)CC2)cc1 ?
HGIII-sPLA2 inh: -4.1; SMARCA2 activ: -1.4; DAX1 inh-1: -0.2; FXN GAA850 act: 3.8; hgDAF-12 ag: -0.8; PG9 Ab binder: -2.0; ssDAF12 agonist: -1.4; NR1D1 modulator: 3.1; DAX1 inh-2: 0.0; PLCb3 inh: -1.5; hcDAF-12 act: -0.4

Results for O=c1c2ccccc2nnn1CSc1nnc(Nc2ccccc2)s1 ?
HGIII-sPLA2 inh: 4.7; SMARCA2 activ: 1.7; DAX1 inh-1: 0.4; FXN GAA850 act: -0.9; hgDAF-12 ag: 1.3; PG9 Ab binder: -0.3; ssDAF12 agonist: -0.6; NR1D1 modulator: -2.1; DAX1 inh-2: 0.1; PLCb3 inh: 3.1; hcDAF-12 act: -1.4

Results for CCOC(=O)c1ccc(NC(=O)C(=O)NCC2CCCO2)cc1 (centres undefined) ?
HGIII-sPLA2 inh: -1.1; SMARCA2 activ: -0.6; DAX1 inh-1: 0.0; FXN GAA850 act: 1.6; hgDAF-12 ag: 0.9; PG9 Ab binder: 2.8; ssDAF12 agonist: -0.6; NR1D1 modulator: 4.4; DAX1 inh-2: -0.1; PLCb3 inh: 1.2; hcDAF-12 act: -0.8

What do the screens show for `CC(=O)N/C(=C/c1ccc(OC(F)F)cc1)C(=O)O`?
HGIII-sPLA2 inh: -6.4; SMARCA2 activ: -0.5; DAX1 inh-1: 0.1; FXN GAA850 act: 2.0; hgDAF-12 ag: 3.6; PG9 Ab binder: -1.1; ssDAF12 agonist: -0.9; NR1D1 modulator: -1.7; DAX1 inh-2: 0.0; PLCb3 inh: 3.3; hcDAF-12 act: -0.6

How did O=C(NNC(=O)c1cc(OCC(F)(F)F)ccc1OCC(F)(F)F)c1ccc(Cl)c(Cl)c1 do in these assays?
HGIII-sPLA2 inh: -10.9; SMARCA2 activ: 1.0; DAX1 inh-1: 0.0; FXN GAA850 act: -1.5; hgDAF-12 ag: -2.1; PG9 Ab binder: -2.4; ssDAF12 agonist: -1.0; NR1D1 modulator: -0.6; DAX1 inh-2: -0.5; PLCb3 inh: 3.1; hcDAF-12 act: -1.6

How did CC(NC(=O)c1sc2ccccc2c1Cl)C1CCCO1 (centres undefined) do in these assays?
HGIII-sPLA2 inh: -0.3; SMARCA2 activ: 6.7; DAX1 inh-1: 0.2; FXN GAA850 act: 4.0; hgDAF-12 ag: 9.3; PG9 Ab binder: 0.5; ssDAF12 agonist: -1.4; NR1D1 modulator: 1.0; DAX1 inh-2: 2.3; PLCb3 inh: 2.1; hcDAF-12 act: 1.2

Results for Cc1ccc(C)c(NC(=O)CN(C)S(=O)(=O)c2ccc(F)cc2)c1 ?
HGIII-sPLA2 inh: 10.7; SMARCA2 activ: -1.1; DAX1 inh-1: 0.5; FXN GAA850 act: 4.3; hgDAF-12 ag: 0.1; PG9 Ab binder: 1.0; ssDAF12 agonist: -0.7; NR1D1 modulator: -2.1; DAX1 inh-2: -0.1; PLCb3 inh: 2.1; hcDAF-12 act: -1.4

Compound activity from PubChem.
